KAT2A inh – qHTS Assay for Inhibitors of GCN5L2; hit rate 0.21% among 390,000; Histone acetyltransferase KAT2A (Homo sapiens), Q92830; GCN5L2 HAT assay, ThioGlo1 CoA-SH fluorescence; Potency, µM (highest dose often 58.9 µM), without a hit: at the top dose activity change, negative = inhibition, usual class: inhibitors
Target sequence (Q92830 whole entry, looked up): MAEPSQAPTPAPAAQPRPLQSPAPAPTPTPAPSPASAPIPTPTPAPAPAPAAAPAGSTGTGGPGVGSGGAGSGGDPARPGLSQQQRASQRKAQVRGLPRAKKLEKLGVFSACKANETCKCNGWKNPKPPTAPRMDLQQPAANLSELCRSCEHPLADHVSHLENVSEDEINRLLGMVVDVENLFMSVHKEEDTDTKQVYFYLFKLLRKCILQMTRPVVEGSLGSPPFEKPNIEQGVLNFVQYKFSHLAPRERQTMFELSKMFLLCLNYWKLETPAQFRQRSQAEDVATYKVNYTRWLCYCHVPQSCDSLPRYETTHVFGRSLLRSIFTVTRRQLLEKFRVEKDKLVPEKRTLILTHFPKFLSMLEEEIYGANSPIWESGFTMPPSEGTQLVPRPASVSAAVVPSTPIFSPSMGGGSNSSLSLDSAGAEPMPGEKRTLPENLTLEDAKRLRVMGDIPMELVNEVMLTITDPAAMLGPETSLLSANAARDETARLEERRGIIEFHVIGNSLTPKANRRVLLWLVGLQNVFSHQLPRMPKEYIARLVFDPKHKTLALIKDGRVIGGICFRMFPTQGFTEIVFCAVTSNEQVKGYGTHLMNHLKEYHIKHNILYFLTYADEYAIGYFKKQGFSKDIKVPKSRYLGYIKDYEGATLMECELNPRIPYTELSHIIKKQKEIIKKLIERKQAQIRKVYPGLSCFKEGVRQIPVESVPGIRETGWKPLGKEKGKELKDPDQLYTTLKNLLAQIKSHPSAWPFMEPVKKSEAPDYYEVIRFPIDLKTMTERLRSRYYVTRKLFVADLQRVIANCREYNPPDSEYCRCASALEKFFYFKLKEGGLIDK
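Free CoA generated was detected with ThioGlo1 (50uM) fluorescence at Ex340nm/Em540nm, read immediately and after 20 min at room temperature. Enzyme, 20 nM in HEPES pH 7.5 buffer, saw compounds 15 min before adding 75uM H3(1-25) peptide and 70uM acetyl-CoA.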
N370S GC mod – qHTS Assay for Inhibitors and Activators of N370S glucocerebrosidase as a Potential Chaperone Treatment of Gaucher Disease; Lysosomal acid glucosylceramidase (Homo sapiens), P04062; N370S GC spleen homogenate, 4MU-glucoside fluorescence; Potency, µM (highest dose often 59.4 µM), inactives show at the highest dose activity change, negative = inhibition, hits mostly inhibitors; hit rate 0.092% among 330,000; AID 2101, 2009;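 further: 0% = full enzyme activity and -100% = no enzyme basal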
FEN1 inh – qHTS Assay for the Inhibitors of Human Flap endonuclease 1 (FEN1); Recombinant FEN1 flap cleavage, fluorescence, 15 min; hit rate 0.35% among 390,000; Potency, µM (top dose mostly 114 µM), for the others: at the highest dose activity change, negative = inhibition, actives largely listed as inhibitors; P39748; further: nearly all actives have a fitted effect of over 65% in size
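Reaction started by adding substrate (50 nM final) to 10 nM enzyme after 15 min room-temperature compound preincubation. Reads at 0 and 15 min, with data normalized and fitted to a four-parameter Hill equation.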
An asterisk follows results filed as active; ? = inconclusive; nt = not tested or not shown; & = joins results of further samples; [ ] = another dose, or the depositor's remark. The call rests on the fitted dose curve; in most records, active means well fitted curve in the direction sought with a large enough effect; inconclusive means small, poorly fitted or top-dose-only effect, or another doubt; inactive means no such curve, though single readings can be large; an effect the other way counts as inactive or inconclusive. Unless noted, on the % scale 0 is the no-effect control and ±100 the full control effect; potency means the concentration at half of the fitted maximal effect.

SMILES | KAT2A inh | N370S GC mod | FEN1 inh
CN(C)NC1=CC(=[N+]2CCCC2)CC(C)(C)C1 | -8% | 2% | 0%
O=C(Nc1ccc2nn(-c3ccc(F)cc3)nc2c1)c1cccnc1 | 1% | -3% | -21%
COc1ccc(N(CC(=O)NC2CCCC2)C(=O)Cn2nnc(-c3ccc(F)cc3)n2)cc1 | -9% | -27% | -1%
Cc1c[nH]c2cccc(OCC(CNC(C)(C)C)OC(=O)c3ccccc3)c12 (stereo not drawn) | 0% | ? | -10%
CCOC(=O)c1sc(Nc2nc3ccc(OC)cc3s2)cc1C | -9% | 10% | ?
Cc1ccc(NC(=O)c2cc(-c3ccccc3O)n[nH]2)cc1Cl | 3% | -13% | -4%
Cn1c(SCC(=O)NC2CC2)nnc1-c1ccccc1 | -11% | 2% | -8%
CCCCCOC(=O)C1=C(C)NC(=O)NC1c1ccccc1OCC (stereo not drawn) | -2% | 15% | -15%
O=C(O)/C=C\C(=O)NC1CCCCC1 | -4% | 11% | 5%
Cc1cc(Cl)ccc1OCC(=O)NNC(=O)C1CCN(c2ncnc3sc(C)c(C)c23)CC1 | -11% | nt | -15%
O=C(C1CCN(S(=O)(=O)c2ccc(F)cc2)CC1)N1CCCC(C(F)(F)F)C1 (stereo not drawn) | 3% | -22% | -2%
CCOC(=O)C1=C(C)N(C)C(C)=C(C(=O)OCC)C1c1ccncc1 | -19% | -5% | -3%

Reformatted: results already given
| SMILES | KAT2A inh | N370S GC mod | FEN1 inh |
| --- | --- | --- | --- |
| Cc1cc(Cl)ccc1OCC(=O)NNC(=O)C1CCN(c2ncnc3sc(C)c(C)c23)CC1 | -11% | nt | -15% |
| O=C(Nc1ccc2nn(-c3ccc(F)cc3)nc2c1)c1cccnc1 | 1% | -3% | -21% |
| O=C(C1CCN(S(=O)(=O)c2ccc(F)cc2)CC1)N1CCCC(C(F)(F)F)C1 (stereo not drawn) | 3% | -22% | -2% |
| O=C(O)/C=C\C(=O)NC1CCCCC1 | -4% | 11% | 5% |

One compound at a time, from the list above.
Cn1c(SCC(=O)NC2CC2)nnc1-c1ccccc1 is listed as KAT2A inh = -11%; N370S GC mod = 2%; FEN1 inh = -8%
Cc1ccc(NC(=O)c2cc(-c3ccccc3O)n[nH]2)cc1Cl is listed as KAT2A inh = 3%; N370S GC mod = -13%; FEN1 inh = -4%

Additional compounds follow:
SMILES | KAT2A inh | N370S GC mod | FEN1 inh
COc1ccccc1N(C)S(=O)(=O)c1ccc(C(=O)NCCc2ccc(F)cc2)cc1 | -7% | -10% | -2%
COc1ccccc1-c1cc(C(F)(F)F)nc(S(=O)(=O)CCCC(=O)Nc2cc(Br)ccc2O)n1 | -8% | nt | -11%
Cc1cccc(NC(=O)CSc2nc(-c3cccc(C)c3)nc3c2Cc2c(CO)cnc(C)c2O3)c1 | -18% | nt | 12%
Cc1ccc(S(=O)(=O)Nc2ccccc2CNc2cccc(C)n2)cc1 | -1% | -23% | -18%
Fc1cccc(F)c1-n1c(CN2CCOCC2)csc1=S | 3% | -15% | -11%
Cc1nn(Cc2ccccc2)c(Cl)c1C(=O)NCCc1ccccc1 | -9% | -4% | 4%
CCCC(=O)Nc1ccccc1NC(=O)c1ccc2c(c1)OCO2 | -13% | 2% | -2%
O=C(Cn1nnc(-c2ccc3c(c2)OCO3)n1)Nc1ccccc1C(=O)O | -14% | -2% | 4%
COC(=O)c1cc(S(=O)(=O)N2CCN(c3ccc(C)cc3C)CC2)cn1C | -12% | nt | -15%
Cc1nc(SCC(=O)NCc2ccccc2)c2c(=O)n(C)c(=O)n(C)c2n1 | -8% | 12% | -2%
COc1cccc(CCN2CCC(CNS(=O)(=O)c3cc(-c4cc(C)no4)ccc3OC)CC2)c1 | ? | -6% | -14%
Cc1ccnc(NC(=O)C2CCN(S(=O)(=O)c3cccc(C(F)(F)F)c3)CC2)c1 | -4% | -10% | 9%
CCc1ccc(NC(=O)COC(=O)c2nc3nc(C)cc(C)n3n2)cc1 | 1% | nt | 0%
C=CCn1c(SCC(=O)NC)nnc1C12CC3CC(CC(C3)C1)C2 | -1% | -8% | 8%
CCOc1ccc(NC(=S)N2CCCCCC2)cc1 | -2% | 11% | 1%
CCOC(=O)C1(CC2CC2)CCN(C(=O)c2cc(OC)nc3ccccc23)CC1 | -9% | -2% | -11%
Cc1ccc(CCN=c2c([N+](=O)[O-])nn(-c3ccccc3)n2O)cc1 | -4% | 5% | -23%
COc1ccc(CCNC(=O)C2CCCN2C(=O)Nc2cccc(C(C)=O)c2)cc1OC (stereo not drawn) | -1% | -5% | 4%
Cc1nc(-c2cccc(NC(=O)c3ccc(-n4nccc4C)cc3)c2)cs1 | -6% | nt | 11%
COc1cc2c(cc1OC)C(c1cc(Br)c(OC)c(OC)c1)CC(=O)N2 (stereo not drawn) | -2% | -3% | 15%
O=C(Cn1nnc(-c2ccc3c(c2)OCO3)n1)N1CCOCC1 | nt | 10% | 1%
COc1cc(C(C[N+](=O)[O-])c2c(C)cc3ccccn23)ccc1O (stereo not drawn) | -1% | -24% | -5%
CCCCOc1ccccc1NC(=O)Cn1c(-c2cncs2)nc2ccccc21 | -13% | nt | -3%
Cc1ccc(NC(=S)Nc2ccc(F)cc2)cc1C | -1% | 6% | 0%
Cn1ccc(CC(=O)N2CCC(N3CCC(C(=O)N4CCCC4)CC3)CC2)c1 | 4% | -17% | -1%
Nc1c(Cl)c(Cl)nc(C(=O)OCC(=O)N2CCCC2=O)c1Cl | -2% | -2% | -1%
Cc1ccsc1C(=O)Nc1ccccc1N1CCOCC1 | -1% | 11% | -5%
CC(C)CNC(=O)COC(=O)c1cccc(S(=O)(=O)NCC(F)(F)F)c1 | -3% | -11% | 2%
N#Cc1cccc(NC(=O)COC(=O)c2ccc3c(=O)n4c(nc3c2)CCC4)c1 | 1% | -2% | nt
Cc1cc(C)c2c(N)c(C(=O)NN3CC(=O)N(c4ccccc4F)CC3=O)sc2n1 | -1% | -2% | 4%
CCCn1c(SCC(=O)NC2CC2)nnc1-c1ccccn1 | -3% | -11% | 3%
CCSC1=NC(=O)/C(=C2/C=Cc3ccccc3N2CC)S1 | -22% | -1% | -2%
C/C(=N\NC(=O)c1ccc(-c2ccccc2)cc1)c1cccc(N)c1 | 0% | -24% | 0%
NCCCCCc1nnc(SCC(N)=O)o1 | -3% | 1% | 2%
Cc1cc(C)cc(NC(=O)C2CCCN2S(=O)(=O)c2ccc3c(c2)CCCC(=O)N3)c1 (stereo not drawn) | 14% | nt | -2%
O=S(=O)(Nc1ccc(-c2ccc(N3CCOCC3)nn2)cc1)c1cc(Cl)ccc1Cl | -3% | ? | 11%
Oc1c(C(c2ccc(F)cc2)N2CCN(Cc3ccccc3)CC2)sc2nc(-c3ccco3)nn12 (stereo not drawn) | -4% | nt | 17%
Cc1ccc(C23CCC(=O)N2C(C(=O)O)CS3)c(C)c1 (stereo not drawn) | 0% | 2% | 3%
COC(=O)Cc1ccc(NC(=S)NCc2ccccc2OC)cc1 | -3% | 1% | 10%
O=C(Cn1c(=O)oc2cc(S(=O)(=O)NCc3ccccc3)ccc21)NCc1ccccc1Cl | 3% | nt | -20%
COc1ccc(CN2CCOCC2)cc1OC | 0% | 4% | -1%
COc1ccc(C(=O)NC(Nc2ccccc2)C(Cl)(Cl)Cl)cc1 (stereo not drawn) | -6% | 11% | -21%
Cc1ccc2nc(N(CCCN(C)C)C(=O)c3cc4ccccc4oc3=O)sc2c1 | 1% | -9% | 2%
COc1cc(C2CC(=O)C3=C(C2)Nc2ncnn2C3c2cccs2)cc(OC)c1OC (stereo not drawn) | 2% | 7% | 6%
O=C(NCc1ccc(Cl)cc1)c1ccc2c(c1)NC(=O)C(CS(=O)(=O)Cc1ccccc1Cl)N2 (stereo not drawn) | -1% | nt | 2%
Cc1c(/N=C/c2ccco2)n(Cc2ccccc2)c2ccccc12 | -9% | -3% | 11%
CCc1cccc(NC(=O)C2CCCN(c3ncnc4onc(-c5ccc(F)cc5)c34)C2)c1 (stereo not drawn) | -7% | nt | 6%
CCN(CC)S(=O)(=O)c1cc(-c2onc(C)c2C)ccc1OC | 22% | nt | -4%

Filtered by structure, the entries above with a nitro group on carbon.
SMILES | KAT2A inh | N370S GC mod | FEN1 inh
Cc1ccc(CCN=c2c([N+](=O)[O-])nn(-c3ccccc3)n2O)cc1 | -4% | 5% | -23%
COc1cc(C(C[N+](=O)[O-])c2c(C)cc3ccccn23)ccc1O (stereo not drawn) | -1% | -24% | -5%

Additional structures follow:
SMILES | KAT2A inh | N370S GC mod | FEN1 inh
O=C(COc1ccccc1)N/N=C/c1ccc(O[C@@H]2O[C@H](CO)[C@@H](O)[C@H](O)[C@H]2O)cc1 | -1% | -21% | -5%
O=C(O)C1CC=CCC1C(=O)NCc1ccc2c(c1)OCO2 (stereo not drawn) | 2% | 5% | 23%
COc1ccc(C(CC(=O)N2CCOCC2)C(C)C)cc1 (stereo not drawn) | -5% | -10% | 10%
Cc1ccc(NCC(=O)N/N=C/c2cc3ccccc3nc2Cl)cc1 | -2% | 1% | -4%
COc1ccc(CCNC(=O)COC(=O)c2ccc(OC)cc2OC)cc1 | 0% | 2% | 2%
CCCCOc1ccc(C(=O)N2CCN(c3ccc(N4CCOCC4)nn3)CC2)cc1 | -18% | 18% | 38%[activator]
CCn1cc(CNC(=O)c2cc(-c3ccc(C)cc3)nc3ccc(Br)cc23)c(C)n1 | -11% | nt | -21%
COC1(c2ccccc2)NC(=S)NN=C1c1ccccc1 (stereo not drawn) | -3% | 18% | -1%
CCC(C(=O)Nc1ccsc1C(=O)OC)c1ccccc1 (stereo not drawn) | -14% | 5% | -4%
COCCNc1cc(NCCOC)c([N+](=O)[O-])cc1[N+](=O)[O-] | 4% | 0% | 0%
CSc1ccc(CCNS(=O)(=O)c2ccc3c(c2)C(C)(C)C(=O)N3C)cc1 | -26%&11% | -19% | -19%&-7%
Cc1cc(C)n2cc(CSc3nc4ccccc4[nH]3)nc2n1 | -4% | -6% | 3%
N#CCCN(Cc1cccnc1)C(=S)NC(=O)C1CC1 | 3% | -4% | nt
Cc1ccc(F)cc1N=Cc1c(O)c2ccccc2oc1=O | 0% | -5% | -10%
CCSc1nnc2ccc(-c3ccco3)nn12 | -3% | -5% | 23%
CCc1nnc(NC(=O)c2cccnc2)s1 | -8% | 21% | -3%
Cc1cccc(-n2c(O)c(C=Nc3cccc(O)c3)c3ccccc3c2=O)n1 | -12% | 7% | ?
CCOP(=O)(Nc1ccc2oc(=O)c3ccccc3c2c1)OCC | -12% | 0% | -18%
CC(NC(=O)CC1Nc2ccccc2NC1=O)c1ccccc1 (stereo not drawn) | 2% | 5% | -2%
O=C(NCc1ccc(F)cc1)c1cccc2c1C(=O)c1ccc(N3CCC(Cc4ccccc4)CC3)cc1S2(=O)=O | -20% | nt | -18%
COc1ccc(N=C2C(=O)Nc3c(C)cccc32)cc1 | -1% | 2% | 4%
Cc1cc2nnc(SCC(=O)N(C)C3CCS(=O)(=O)C3)n2c2ccccc12 (stereo not drawn) | -12% | -12% | -12%
O=C(CSc1nnc2c(n1)[nH]c1ccccc12)Nc1ccc(S(=O)(=O)Nc2ncccn2)cc1 | -22% | 7% | 15%
CCOc1ccc(Cl)cc1CSc1n[nH]c(C)n1 | ? | 0% | 1%
COc1ccc(CCNS(=O)(=O)c2cc(-c3cc(C)no3)ccc2OC)cc1OC | 2% | nt | -2%
CCc1ccccc1NC(=O)CN(C)C(=O)CSc1nnc(Nc2cccc(C)c2C)s1 | 1% | ? | -4%
CCCCOC(=O)/C(C#N)=C/c1ccc(-c2ccc(Br)cc2)o1 | 3% | nt | 10%
CCNC(=S)NNC(=O)c1ccncc1 | 1% | 0% | 17%
O=C(C1CC1)N1CCc2cc(S(=O)(=O)NCCC3=CCCCC3)ccc21 | -8% | -3% | -22%
CCOc1ccccc1OC(C)C(=O)Nc1ccc(S(=O)(=O)N2CCCC2)cc1 (stereo not drawn) | -20% | 4% | 10%
Cc1ccc(/C=C/c2onc(C)c2S(=O)(=O)N2CCC(C(=O)N3CCC(N(C)C(C)C)CC3)CC2)cc1 | -2% | nt | -10%
O=C(CN1C2CCCC1CC(NC(=O)c1ccccc1)C2)Nc1nccs1 (stereo not drawn) | -1% | 7% | -12%
O=C(CSc1nnc(-c2ccncc2)n1-c1ccccc1)Nc1ccc(C(=O)O)cc1 | -3% | 10% | -3%
CCOC(=O)c1cc(C)sc1/N=C/C1C(=O)CC(C)(C)CC1=O | -3% | ? | 5%
CN(C)c1nc(-c2ccccc2)nc(-c2ccc(Cl)cc2)c1C#N | 1% | 7% | 3%
CCOC(=O)Cn1c(CN(Cc2ccccc2)Cc2ccccc2)nc2c1c(=O)[nH]c(=O)n2C | -13% | -3% | -22%
Cc1ccc(C)c(N2CCN(CCCNC(=O)c3ccc4nc(N5CCC(C)CC5)sc4c3)CC2)c1 | 1% | nt | -7%
